LYP inhibition – PTPN22 lymphoid phosphatase activity blockers – biochemical, fluorescence intensity, uHTS (AID 1779); recombinant LYP phosphatase, fluorescence intensity; higher % means a stronger effect; actives 0.054% (n = 290,000); inhibition, % at 11.5 µM, or IC50 in µM where a hit was titrated;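 note: plate controls were vehicle with enzyme for no effect and no enzyme for full effect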
CSM14.1 death rescue – rescue of cells from ER stress-induced death, primary screen, 384-well, CSM14.1, thapsigargin, ATP luminescence (AID 1222). CSM14.1 thapsigargin-induced death rescue, ATP luminescence; higher % means a stronger effect. 190,000 tested, under 10 active. cellular ATP content (survival), % at 20 µM; hits with a dose series show EC50 in µM;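 active = EC50 below 50 µM in the dose-response confirmation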;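 note: death triggered by thapsigargin at about 15 µM added after 2 h compound pretreatment; cell ATP read after overnight thapsigargin exposure of roughly 18 to 22 hours; normalized against plate controls of thapsigargin alone and 5% DMSO vehicle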
human PMI inhibition – MPI enzyme activity inhibition – biochemical, fluorescence intensity, coupled assay, primary screen (AID 1209); purified PMI enzyme, coupled fluorescence intensity; higher % means a stronger effect; inhibition, % at 20 µM, or IC50 in µM where a hit was titrated; actives 0.42% (n = 190,000);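 note: plate controls were DMSO vehicle for no effect and wells lacking substrate for full effect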
XIAP antagonists – XIAP antagonists, biochemical, IAP family, fluorescence polarization (AID 1018); displacement, % at 20 µM; hits with a dose series show IC50 in µM; actives 0.007% (n = 200,000); XIAP BIR domain, fluorescence polarization peptide displacement; higher % means a stronger effect; in the data active = displacement above about 50%; note: a part of the inactive calls stands beside numbers as strong as those of hits
M17LAP inhibition – P. falciparum M17LAP inhibitors, primary screen, biochemical, fluorogenic H-Leu-NHMec substrate, 1536-well (AID 1619) | one-dose inhibition, % at 30 µM; IC50 in µM for titrated hits | recombinant M17LAP, H-Leu-NHMec fluorogenic kinetic assay; higher % means a stronger effect | actives 0.38% (n = 220,000);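 active = compound inhibiting the enzyme by more than half at any dose during confirmatory dose-response retesting; inconclusive = strong single-dose inhibitors picked by rank but not retested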;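 note: plate controls were full reaction with DMSO carrier for no effect and no enzyme background for full effect; strong numbers were not always called active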
TNAP activation fold – stimulation of alkaline phosphatase TNAP activity – biochemical, luminescent, no phosphate acceptor, uHTS, primary screen (AID 1001); purified TNAP, luminescent activation assay, no phosphate acceptor; higher activation fold means a stronger effect; activation fold at 20 µM; hits with a dose series show EC50 in µM; actives 0.03% (n = 200,000); in the data active = activation fold from about 3, or a potency from the dose series; inactive = the rest, 99 in 100 with activation fold below about 1.6; note: many of its hits are not listed in these tables
P. falciparum M1AAP – P. falciparum M1AAP inhibitors, biochemical, fluorogenic H-Leu-NHMec substrate, 1536-well (AID 1445) | recombinant M1AAP, H-Leu-NHMec fluorogenic kinetic assay; higher % means a stronger effect | one-dose inhibition, % at 30 µM; IC50 in µM for titrated hits | actives 0.42% (n = 220,000);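 active = primary inhibition above the hit cutoff, then over 50% inhibition at one or more dose response concentrations, cut at about 23% in these data, passing the limit was not always enough; inconclusive = conflicting primary data, or primary hits not chosen for dose response; inactive = low primary inhibition, or under 50% at every dose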;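 note: plate controls were DMSO full reaction for no effect and no enzyme background for full effect; strong numbers were not always called active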
Myeloid diff 2 – compounds promoting myeloid differentiation; ER-HoxA9 myeloid progenitors, lysozyme-GFP differentiation, flow cytometry; calls only at 10 µM; actives 1% (n = 360,000); AID 624256;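 active = normalized GFP-positive differentiation at or above the plate's own cutoff, the solvent-only control mean plus 3 SD; inconclusive = no clear call, values can overlap the other calls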;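 note: cells exposed to compound for four days before flow analysis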
human PMI inhibitors – human PMI inhibitors, high substrate, primary screen, biochemical, fluorescence intensity, high mannose 6-phosphate (AID 1220); recombinant PMI enzyme, coupled fluorescence intensity; higher % means a stronger effect; one-dose inhibition, % at 20 µM; IC50 in µM for titrated hits; actives 0.66% (n = 190,000)
Myeloid diff 2 GFP+ MAC1+ % – second read-out of Myeloid diff 2, no call of its own (marks repeat the call); GFP+ MAC1+ double positive, %; measured here: differentiation confirmed by MAC1 staining
The depositor's hits bear a star; i = inactive; u = inconclusive; x = no result given; & = joins results of further samples. Cut-off read from the data, not from the text of the source, unless noted: active = inhibition above about 50%; inactive = the rest.

SMILES	LYP inhibition	CSM14.1 death rescue	human PMI inhibition	XIAP antagonists	M17LAP inhibition	TNAP activation fold	P. falciparum M1AAP	Myeloid diff 2	Myeloid diff 2 GFP+ MAC1+ %	human PMI inhibitors
CCN(CC)CCCNCC(=O)Nc1cc(C)on1	0%	-0.4%	-4%	-5.7%	7%	1.1	-3%	i	0.7	-5%
Cc1ccc2c(c1)c1nnc(SCC(=O)N3CCCc4ccccc43)nc1n2CC(=O)O	5%	2.1%	-12%	2.0%	24%	1	27µM*	i	0.2	0%
O=C1CC(N2CCSCC2)C(=O)N1c1ccccc1 (stereo not drawn)	-4%	0.1%	6%	-4.0%	10%	1.1	5%	i	0.0	4%
Cc1nn(-c2ccccc2)c(N2CCCC2)c1/C=N/Nc1ccc(S(=O)(=O)Nc2ccccc2)cc1[N+](=O)[O-]	5%	-2.9%	7%	-6.3%	8%	0.7	17%	i	0.3	-10%
CCN(CC)C(=O)CSc1nnc(-c2ccco2)o1	-4%	-2.7%	-13%	-2.9%	3%	1.1	2%	i	0.7	-12%
COc1ccc(OC(=O)c2c(C)nn(-c3ccccc3)c2C)cc1	-7%	x	x	x	-6%	x	1%	i	0.1	x
O=C(N/N=C\c1coc2ccccc2c1=O)c1ccco1	-12%	x	x	x	2%	x	-4%	i	0.6	x
CCCCN(CCCNc1ncnc2nc[nH]c12)c1ccccc1	5%	x	14%	-5.1%	3%	1.6	3%	i	4.6	10%
COc1ccc(S(=O)(=O)Nc2cc3c(cc2C(C)=O)OCO3)cc1	-1%	-0.5%	x	-3.5%	-4%	1	4%	i	0.0	x
CCn1c(-c2ccccc2Cl)nn(CC(=O)Nc2cc(Cl)ccc2Cl)c1=S	4%	3.7%	11%	-1.6%	4%	1.1	3%	i	4.0	5%
O=c1[nH]c2ccccc2c(O)c1SCCO	-9%	-1.8%	7%	-6.6%	-16%	1.1	4%	i	0.8	8%
O=S(=O)(CCSc1ccc(C(F)(F)F)cn1)c1ccccc1	-10%	x	x	x	4%	x	-7%	i	0.3	x
CC(=O)c1ccc(Cc2ncc(C(F)(F)F)cc2Cl)s1	-6%	-2.7%	2%	-2.9%	3%	1	0%	i	0.4	-4%
COc1ccc(-c2[nH]n(-c3ccc([N+](=O)[O-])cc3)c(=O)c2C=NCCN2CCNCC2)cc1	-1%	-4.5%	x	-2.5%	27%	0.9	14%	x	x	x
O=C(NCc1ccc(/C=c2\sc3n(c2=O)CCN=3)o1)C(=O)Nc1ccccc1	2%	1.5%	25%	-5.8%	6%	1.2	8%	x	x	51%*

Three compounds already listed, arranged by number of heavy atoms, largest number first:
SMILES	LYP inhibition	CSM14.1 death rescue	human PMI inhibition	XIAP antagonists	M17LAP inhibition	TNAP activation fold	P. falciparum M1AAP	Myeloid diff 2	Myeloid diff 2 GFP+ MAC1+ %	human PMI inhibitors
COc1ccc(-c2[nH]n(-c3ccc([N+](=O)[O-])cc3)c(=O)c2C=NCCN2CCNCC2)cc1	-1%	-4.5%	x	-2.5%	27%	0.9	14%	x	x	x
O=C(NCc1ccc(/C=c2\sc3n(c2=O)CCN=3)o1)C(=O)Nc1ccccc1	2%	1.5%	25%	-5.8%	6%	1.2	8%	x	x	51%*
CCN(CC)C(=O)CSc1nnc(-c2ccco2)o1	-4%	-2.7%	-13%	-2.9%	3%	1.1	2%	i	0.7	-12%

New compounds follow
SMILES	LYP inhibition	CSM14.1 death rescue	human PMI inhibition	XIAP antagonists	M17LAP inhibition	TNAP activation fold	P. falciparum M1AAP	Myeloid diff 2	Myeloid diff 2 GFP+ MAC1+ %	human PMI inhibitors
CC(=O)O[C@]1(C(C)=O)CC[C@H]2[C@@H]3C=C(C)C4=CC(=O)CC[C@]4(C)[C@H]3CC[C@@]21C	0%&8%	-1.3%&-0.9%	9%&8%	-7.0%&-5.7%	-13%&-6%	1.1&1	9%&1%	i	3.4	9%&0%
O=C(Nc1ccc(F)cc1F)C1CCN(C(=O)c2ccc(Br)cc2)CC1	2%	-1.9%	-3%	-1.8%	0%	1	3%	i	0.3	2%
CC(C)(C)c1ccc(OCCNC(=O)Cc2ccc(F)cc2)cc1	-12%	0.7%	-6%	-4.8%	0%	1	1%	i	0.4	2%
O=C(Nc1nccs1)c1cccc(N2C(=O)c3cccc4c([N+](=O)[O-])ccc(c34)C2=O)c1	-6%	5.3%	6%	-9.2%	2%	1	4%	u	x	-2%
COCCNC(=O)CN(C(=O)Cn1nnc2ccccc21)c1cccc(C)c1C	-9%	0.0%	9%	-3.1%	-2%	1.1	4%	i	0.1	12%
O=C(COc1ccccc1)OCc1cc2ccccc2[nH]c1=O	1%	-1.1%	-7%	-8.0%	-3%	1	6%	i	7.7	-3%
C[N+]12CCCCC1[C@@H](CO)CCC2 (stereo partly drawn)	-7%	x	x	x	-8%	x	13%	i	0.6	x
CCCOC(=O)C1[C@H]2C(=O)N(CC3CCCO3)C[C@]23C=C[C@H]1O3 (stereo partly drawn)	-4%	-0.2%	4%	-0.4%	-9%	1.1	2%	i	0.8	5%
CC1CCCCN1S(=O)(=O)c1ccc2c(c1)oc(=O)n2CC(=O)O (stereo not drawn)	-7%	-1.4%	16%	-7.9%	8%	1.1	0%	i	0.6	25%
C=CCN(CC=C)CC(O)Cn1c2ccccc2c2ccccc21 (stereo not drawn)	-8%	0.0%	5%	-2.9%	2%	1.1	2%	x	x	7%
CN(C)c1nc(Oc2ccc(/C=N/O)cc2)nc(N(C)C)n1	4%	1.9%	0%	0.8%	-7%	1.1	2%	i	0.5	2%
Cc1nc2c(s1)sc1ccccc12	-6%	-0.5%	0%	0.3%	-1%	1.2	-4%	i	0.9	0%
CCCCn1c(=O)c(CCC(=O)OCC(=O)NC(=O)NCCC(C)C)nc2ccccc21	6%	1.8%	6%	-9.5%	17%	1	12%	i	0.4	-3%
CCCCC(CC)C(=O)Nc1ccc(C)c(O)c1 (stereo not drawn)	-5%	1.0%	-1%	-0.4%	10%	1	0%	i	0.1	-3%
C=CCN(c1ccccc1)S(=O)(=O)c1cccc(C(=O)Nc2nc3ccccc3[nH]2)c1	3%	-0.4%	13%	-9.2%	8%	1.1	9%	i	0.8	3%
Cc1ccc(S(=O)(=O)Oc2ccccc2/C=C2/SC(=O)NC2=O)cc1	-2%	x	x	x	18%	x	u	i	0.6	x
CC(=O)c1ccc(C#CC(C)(C)O)s1	2%	-1.4%	17%	-1.0%	18%	1	9%	i	1.3	9%
COC(=O)CSC1=C(C#N)C(c2cccc(F)c2)CC(=O)N1 (stereo not drawn)	-8%	-1.1%	3%	-1.2%	-9%	1.1	0%	i	1.0	7%
O=C(COC(=O)c1ccc(Cl)nc1)NCc1ccc2c(c1)OCO2	3%	-2.2%	1%	-7.4%	4%	1.1	8%	i	0.0	0%
O=C(OC(C(=O)NCc1cccs1)c1ccc(F)cc1)c1ccco1 (stereo not drawn)	0%	0.7%	8%	-1.8%	-5%	1	1%	i	1.8	1%
COCCNC(=O)c1ccc(CS(=O)(=O)c2ccc(C)cc2)o1	-5%	-1.0%	-3%	-3.3%	-10%	1.1	7%	i	0.6	-8%
COc1ccc(C(C#N)N2CCOCC2)cc1 (stereo not drawn)	-2%	-1.5%	-10%	-10%	-16%	1	-3%	i	1.1	-6%
COc1cccc(/C=N/NC(=S)Nc2cccc(C(=O)O)c2)c1O	3%	-4.8%	-8%	-2.8%	44%	2.5	0%	i	0.8	-27%
N#C/C(=C/c1ccc(F)cc1)c1nnc(NC(=O)c2ccccc2)s1	-4%	x	x	x	8%	x	2%	i	0.6	x
Cc1cc([N+](=O)[O-])c(-c2ccc(/C=N/n3cnnc3)o2)cc1Cl	1%	-1.1%	12%	-5.1%	-16%	1	1%	i	4.0	41%
COc1ccc(C(=O)OCc2c(C)noc2C)cc1	-7%	-1.3%	-12%	-3.5%	-7%	1.1	-3%	i	0.7	-6%
CC(CCc1ccccc1)NC(=O)COC(=O)c1ccc(S(C)(=O)=O)c([N+](=O)[O-])c1 (stereo not drawn)	4%	-0.9%	-21%	-2.1%	-14%	1.1	-6%	i	0.9	-8%
Cc1cc(=O)oc2cc(OCC(=O)OCC(=O)N3CCC(C)CC3)ccc12	-10%	1.6%	-6%	-5.1%	1%	1.1	-1%	i	0.6	7%
CCn1c(SCC(=O)N2c3ccccc3Sc3ccccc32)nc2c1c(=O)n(C)c(=O)n2C	8%	-3.4%	4%	-1.4%	x	1.1	x	i	7.7	4%
CC(C)C(=O)N1CCN(c2ccccc2NC(=O)c2cc([N+](=O)[O-])ccc2N2CCOCC2)CC1	2%	0.8%	9%	-3.8%	-5%	1.1	9%	i	0.2	6%
O=C(NCc1ccccc1)c1cccc(Br)n1	4%	-2.2%	-20%	-5.1%	12%	1	9%	i	7.1	-12%
CCOC(=O)N1CCN(C(=S)NC(=O)c2ccc(Br)cc2)CC1	-6%	-0.6%	2%	-2.9%	-6%	1.1	12%	i	0.5	5%
O=C(NCCO)c1ccc(CSc2nc3ccccc3[nH]2)cc1	-5%	-4.1%	12%	-5.3%	11%	1.2	1%	i	0.8	2%
CCn1nnnc1SCC(=O)c1cccc(OC)c1	2%	-1.6%	0%	-9.5%	7%	1.2	-2%	i	4.6	-9%
O=c1c2ccccc2ncn1CCCSc1ccc(Cl)cc1	0%	-1.0%	25%	-6.5%	5%	1.1	1%	i	2.3	16%
O=C(CNS(=O)(=O)c1ccc(C(=O)N2CCCCC2)cc1)N1CCCCC1	-4%	4.7%	3%	-2.3%	-12%	1.1	5%	i	0.0	1%
COC(=O)c1sc(N)c(C(=O)OC)c1CSc1nnc(-c2ccccc2Cl)n1C	3%	1.4%	5%	-15%	11%	1.1	13%	i	0.9	19%
O=C(c1ccco1)N(CC1CCCO1)c1nc(-c2ccccc2)cs1 (stereo not drawn)	-2%	-1.1%	13%	-10%	-6%	1	3%	i	2.9	17%
Cc1ccc(S(=O)(=O)NCC(=O)NCC(=O)OCc2c(F)cccc2Cl)cc1	-6%	-4.7%	-2%	-1.1%	11%	1	1%	i	0.3	-2%
COC(=O)Cn1c(C(F)(F)F)nc2ccccc21	-6%	-1.2%	-13%	-8.2%	-1%	1.1	-9%	i	0.4	-10%
COc1ccc2c(c1)c1nc3ccccc3nc1n2CC(=O)OC(C)C	-3%	0.7%	15%	-14%	2%	0.9	3%	i	2.2	5%
Cc1cccc(C(C#N)c2ccc(Cl)nn2)c1 (stereo not drawn)	0%	0.2%	12%	-2.6%	0%	1.1	5%	i	0.3	14%
CCCCC(O)(C(NC=O)C(=O)OC)C(F)(F)F (stereo not drawn)	2%	-1.3%	1%	-3.6%	-5%	1	3%	i	1.7	-3%
CC(C)Cc1nnc(NC(=O)Cc2cccs2)s1	2%	-1.0%	-50%	-7.5%	x	1	x	i	0.5	-38%
CN(C)/C=C/c1oc2ccc(O)cc2c1[N+](=O)[O-]	18%	-1.8%	14%	-2.6%	24%	0.5	10%	i	0.0	31%
